Screening results from PubChem BioAssay.
KDM4E inh: inhibitors of human JMJD2E histone demethylase; AID 2147; Potency, µM (doses to about 57.1 µM), without a hit: at the highest dose activity change, negative = inhibition, hits mostly inhibitors; B2RXH2; JMJD2E catalytic domain, FDH-coupled NADH fluorescence (FDH is formaldehyde dehydrogenase); actives 1.6% (n = 230,000); active means well fitted inhibition curve with a large enough effect, not every such curve was filed as active; inconclusive means small, poorly fitted or top-dose-only effect, or another doubt; inactive means no such curve, though single readings can be large or run the other way;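 further: 0% = wells with enzyme and -100% = buffer wells without enzyme; nearly all actives have a fitted effect of over 50% in size; many of its hits are not listed in these tables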
TRb-SRC2 inh: inhibitors of human thyroid hormone receptor beta-SRC2 interaction; P10828; TRbeta-SRC2 peptide binding, fluorescence polarization; receptor liganded with 1 µM T3; Potency, µM (doses to about 106 µM), inactives show at the top dose activity change, negative = inhibition, usual class: inhibitors; actives 0.065% (n = 280,000); AID 1469;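 further: plate controls were bound peptide for no effect and peptide without receptor for full effect; nearly all actives have a fitted effect of over 50% in size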
Target sequence (P10828 whole entry, looked up): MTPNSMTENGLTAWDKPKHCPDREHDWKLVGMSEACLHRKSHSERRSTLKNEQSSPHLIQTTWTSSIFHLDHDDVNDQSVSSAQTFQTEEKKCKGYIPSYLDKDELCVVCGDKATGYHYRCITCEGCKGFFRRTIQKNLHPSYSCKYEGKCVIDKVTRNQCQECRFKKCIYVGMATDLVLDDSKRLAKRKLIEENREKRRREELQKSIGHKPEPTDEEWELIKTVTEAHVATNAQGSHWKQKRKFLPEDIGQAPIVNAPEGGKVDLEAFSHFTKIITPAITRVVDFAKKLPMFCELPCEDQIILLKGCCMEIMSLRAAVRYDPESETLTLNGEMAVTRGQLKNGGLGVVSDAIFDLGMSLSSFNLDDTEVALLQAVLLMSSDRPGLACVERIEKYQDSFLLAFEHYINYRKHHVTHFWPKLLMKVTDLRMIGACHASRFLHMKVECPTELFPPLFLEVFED
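Fluorescence polarization of 20 nM Texas Red SRC2 peptide (20-aa NR interaction domain) bound to 0.6 uM human TRb ligand-binding domain, with 1 uM T3, after 5 hr at ambient temperature; inhibition seen as decreased polarization.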
RGS12 GoLoco inh: RGS12 GoLoco-Gai1 interaction inhibition; P63096; Gai1:RGS12 GoLoco peptide FP, rhodamine, 10 min; Potency, µM (series often up to 61.6 µM), for inactives: at the highest dose activity, negative = inhibition, usual class: inhibitors; actives 0.44% (n = 230,000); AID 880; active means well fitted inhibition curve with a large enough effect, not every such curve was filed as active; inactive means no such curve, though single readings can be large or run the other way; further: nearly all actives have a fitted effect of over 30% in size; many of its hits are not listed in these tables
RECQ1 inh: inhibitors of human RECQ1 DNA helicase; RECQ1 DNA unwinding, red fluorescence kinetic read; Potency, µM (highest dose often 57.3 µM), without a hit: at the highest dose activity, negative = inhibition, hits mostly inhibitors; actives 0.54% (n = 240,000); AID 2549;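 further: plate controls were vehicle for no effect and no enzyme for full effect; nearly all actives have a fitted effect of over 30% in size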
Target sequence (P46063 whole entry, looked up): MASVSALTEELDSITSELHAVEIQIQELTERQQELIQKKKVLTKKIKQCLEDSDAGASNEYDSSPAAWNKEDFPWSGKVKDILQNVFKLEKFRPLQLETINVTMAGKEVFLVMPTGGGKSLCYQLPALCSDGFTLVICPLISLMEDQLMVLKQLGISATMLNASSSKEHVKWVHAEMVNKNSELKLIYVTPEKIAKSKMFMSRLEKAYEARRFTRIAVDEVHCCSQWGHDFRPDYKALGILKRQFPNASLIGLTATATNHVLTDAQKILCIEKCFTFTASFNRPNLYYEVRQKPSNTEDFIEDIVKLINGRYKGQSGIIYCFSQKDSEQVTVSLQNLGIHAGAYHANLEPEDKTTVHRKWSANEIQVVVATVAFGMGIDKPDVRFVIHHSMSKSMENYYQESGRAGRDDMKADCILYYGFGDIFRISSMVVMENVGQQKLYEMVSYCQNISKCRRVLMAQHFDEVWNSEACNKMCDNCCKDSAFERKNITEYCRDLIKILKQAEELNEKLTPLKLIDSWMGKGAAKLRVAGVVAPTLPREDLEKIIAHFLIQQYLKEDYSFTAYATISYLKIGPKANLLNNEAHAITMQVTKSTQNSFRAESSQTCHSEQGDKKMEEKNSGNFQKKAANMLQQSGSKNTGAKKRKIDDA
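RECQ1T1 50 nM; forked duplex (20 bp + 30-nt ss tails) 200 nM, ATP 2 mM final; pH 8.0, 2 mM MgCl2, 2.5 ug/ml poly(dI-dC); 15 min compound preincubation; discontinuous kinetic read over 2 h at RT.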
L3MBTL1 block: L3MBTL1 (human) inhibition | AlphaScreen L3MBTL1–H3K9me1 peptide binding | actives 0.66% (n = 230,000) | Potency, µM (series often up to 57.1 µM), inactives show at the highest dose activity, negative = inhibition, usual class: inhibitors | AID 485360 | Q9Y468; further: nearly all actives have a fitted effect of over 60% in size
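First, the protein-peptide complex forms for 30 min at room temperature (L3MBTL1 50 nM, biotinylated H3K9me1 peptide 75 nM). Next, compounds are pin-transferred and incubated 30 min. Finally, AlphaScreen beads are added and read after 30 min.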
TR SRC2 fluor cs: counter-screen for TRb-SRC2 inhibitors: fluorescence interference; TRb/SRC2 Texas Red total fluorescence interference; AID 1479; actives 0.29% (n = 280,000); Potency, µM (top dose mostly 106 µM), without a hit: at the top dose fluorescence change, negative = quenching; active means well fitted curve in either direction with a large enough effect; inconclusive means small, poorly fitted or top-dose-only effect
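Flags fluorescent or light-absorbing compounds by total fluorescence, S + 2P, at 555 nm excitation and 632 nm emission. Mixture: 20 nM Texas Red SRC2 peptide, 0.6 uM human TRb LBD, 1 uM T3, 5% DMSO; compound exposure 5 h at ambient temperature.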
Tau FP inhib: blocks human tau fibril formation measured by polarization. P10636. K18 P301L tau heparin fibrillization, Alexa594 FP, 6 h. Potency, µM (series often up to 57.7 µM), for inactives: at the highest dose activity, negative = inhibition, most hits filed as inhibitors. actives 0.39% (n = 280,000). AID 1468; further: nearly all actives have a fitted effect of over 55% in size
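Quantitative HTS format: compounds meet 15 uM recombinant K18 P301L tau and Alexa 594-tau tracer in 100 mM sodium acetate pH 7; 20 uM heparin triggers fibrillization at 37 C over 6 hr; FP gives the signal.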
Tau fibril ThT: tau fibrillization inhibition (ThT binding). P10636. actives 2.1% (n = 270,000). recombinant tau K18 P301L (four-repeat tau fragment), heparin-induced fibrillization, ThT fluorescence. Potency, µM (highest dose often 57.4 µM), for inactives: at the highest dose activity, negative = inhibition, actives largely listed as inhibitors; further: nearly all actives have a fitted effect of over 55% in size
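K18 P301L tau (15 uM + 0.24 uM Alexa 594-tagged), heparin 20 uM, NaOAc pH 7, 6 h 37 C; ThT 30 uM, 1 h RT, ex 450/em 510 nm.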
Starred values were filed as active, the others as inactive; i = inactive; u = inconclusive; x = not tested or not shown; [ ] = remark or other dose. Unless noted, the call rests on the fitted dose curve; in most records, active means well fitted curve in the direction sought with a large enough effect; inconclusive means small, poorly fitted or top-dose-only effect, or another doubt; inactive means no such curve, though single readings can be large; an effect the other way counts as inactive or inconclusive. Unless noted, on the % scale 0 is the no-effect control and ±100 the full control effect; potency means the concentration at half of the fitted maximal effect. Only part of the results is shown, so the mix of outcomes need not match the whole.

entry	molecule	KDM4E inh	TRb-SRC2 inh	RGS12 GoLoco inh	RECQ1 inh	L3MBTL1 block	TR SRC2 fluor cs	Tau FP inhib	Tau fibril ThT
1	O=C(CN1C(=O)C2C3C=CC(C3)C2C1=O)Nc1nc(SCc2ccc(Cl)cc2)n[nH]1 (stereo unspecified)	1.6%	5.0%	-1.0%	-6.1%	-3.3%	2.3%	2.1%	-4.1%
2	COC(=O)CSc1nc2nc(C)c(Br)cc2[nH]1	3.7%	1.1%	7.9%	22.1%	x	-0.6%	0.0%	-13.7%
3	CCCNS(=O)(=O)c1ccc(CCC(=O)NCc2ccco2)cc1	4.7%	-0.7%	-5.5%	-13.4%	-0.3%	-2.4%	u	-16.4%
4	CC1(C)N=C(N)N=C(N)N1c1cccc(CN)c1	-3.1%	6.7%	6.1%	i	x	0.8%	-5.0%	-8.9%
5	CC(=O)N1C(=O)CC(C)N(C(C)=O)c2ccc([N+](=O)[O-])cc21 (stereo unspecified)	u	2.8%	-0.2%	-12.5%	-0.4%	-3.9%	-7.9%	u
6	Nc1nc2c(nc(Br)n2[C@@H]2O[C@H]3COP(=O)(O)O[C@H]3[C@@H]2O)c(=O)[nH]1	2.7%	3.3%	8.6%	-1.9%	x	-1.8%	4.6%	-6.6%
7	O=C(Nc1ccccc1C(=O)N1CCOCC1)c1cccc(S(=O)(=O)N2CCCC2)c1	-1.6%	-0.4%	8.4%	8.3%	-0.5%[11.4 µM]	-5.6%	8.1%	1.4%
8	O=C(NCCc1c[nH]c2ccc(Cl)cc12)c1ccc([N+](=O)[O-])cc1	11.2%	15.5%	-4.3%	-9.2%	x	0.3%	-7.6%	-9.7%
9	COc1cc(CNCCNC(=O)c2nonc2N)ccc1OCc1ccc(Cl)nc1	-12.4%	-0.1%	9.3%	9.8%	6.7%	-2.6%	3.1%	2.8%
10	COc1ccc(Nc2nc(NCc3ccco3)nc(N/N=C/c3ccccc3)n2)cc1	-7.5%	-0.3%	0.2%	-26.4%	-26.6%	-10.3%	0.0%	u
11	COc1ccc(-c2noc(Cc3cccs3)n2)cc1	-5.8%	2.0%	10.0%	-3.8%	34.9%[activator]	0.0%	-8.8%	-6.8%
12	COC(=O)c1sccc1NC(=O)c1ccc(Br)o1	u	2.1%	-2.4%	-14.4%	4.9%	-2.9%	-9.2%	-2.4%
13	O=C(Nc1c(O)c2ccccc2oc1=O)c1cccc(F)c1	x	-2.1%	x	x	x	-1.3%	2.2%	-0.2%
14	COCCNC(=O)COc1ccc(OCCNC[C@H](O)COc2ccccc2)cc1	x	-1.5%	-2.8%	15.4%	x	-0.2%	5.8%	3.1%
15	CC(C)CC(=O)NC(c1ccccc1Cl)c1c(O)ccc2ccccc12 (stereo unspecified)	u	4.6%	-5.5%	-6.0%	-3.4%	-1.8%	-2.7%	-2.3%
16	COC(=O)C1=C(N)Oc2cc(C)n(CCCn3ccnc3)c(=O)c2C1c1ccc(Cl)cc1 (stereo unspecified)	3.6%	5.2%	0.4%	-12.2%	-6.3%	0.3%	-1.4%	-6.4%
17	O=c1[nH]c(Cc2ccccc2Cl)nc2ccccc12	u	-0.3%	-2.8%	-10.2%	-7.3%	-0.7%	u	-7.5%
18	CCN1CCC(C(=O)NC2CCCC2)(N(Cc2cccs2)C(=O)Cn2nnc3ccccc32)CC1	-2.1%	8.9%	x	-4.5%	-11.1%	-0.1%	1.3%	-1.6%
19	c1ccc(C(c2ccccn2)c2ccccn2)cc1	-1.0%	-1.0%	3.2%	-3.3%	-6.5%	1.7%	5.2%	6.9%
20	COc1ccccc1OCC(=O)Nc1ccc2c(c1)C(=O)N(CC1CCCO1)C2=O (stereo unspecified)	-2.1%	0.3%	0.5%	1.6%	-5.5%	-3.7%	0.7%	-14.4%
21	O=C(CSc1nnc(-c2cccs2)o1)Nc1cccc(S(=O)(=O)N2CCCCC2)c1	4.7%	0.0%	27.1%	-3.7%	7.6%	1.6%	9.2%	-1.4%
22	CCOc1ccc(NC(=O)/C=C\C(=O)N(c2ccc(C(C)C)cc2)C(C(=O)NCc2ccco2)c2ccc(F)cc2)cc1 (stereo unspecified)	x	3.0%	x	x	x	-1.6%	-0.2%	u
23	Cn1c(-c2sc3ccccc3c2Cl)n[nH]c1=S	u	-18.0%	17.0%	i	x	1.6%	2.8%	u
24	CC1(c2ccccc2)NC(=O)N(N)C1=O (stereo unspecified)	2.2%	1.3%	0.2%	-2.4%	x	0.7%	-4.0%	-3.1%
25	COc1cccc(OC)c1C(=O)Nc1ccc2c(c1)OCCO2	-9.1%	-5.1%	9.7%	-6.9%	6.0%	0.5%	-4.2%	-6.7%
26	CSc1ccc(CCNC(=O)CCc2c(C)nc3ncnn3c2C)cc1	x	-7.6%	x	x	x	-3.7%	-5.8%	1.3%
27	CCN1CCN(C(=S)Nc2ccc([N+](=O)[O-])cc2)CC1	-2.2%	-2.1%	-19.6%	-0.1%	-1.3%	-3.9%	6.0%	-9.4%
28	Nc1nnnn1/N=C/c1ccccn1	u	-11.3%	7.6%	i	x	-2.6%	0.9%	4.1%
29	COc1ccc(OCC(=O)NC(=S)Nc2ccccc2F)cc1	-2.2%	-6.9%	5.7%	-7.8%	3.0%	0.0%	-6.4%	u
30	Cn1nnc2cc(C(=O)N3CCC(c4ccccc4)C3)ccc21 (stereo unspecified)	1.8%	-2.0%	6.8%	-9.6%	-4.4%[11.4 µM]	-2.0%	-1.2%	4.6%

In the list so far, 2 contain two or more sulfur atoms:
entry	molecule	KDM4E inh	TRb-SRC2 inh	RGS12 GoLoco inh	RECQ1 inh	L3MBTL1 block	TR SRC2 fluor cs	Tau FP inhib	Tau fibril ThT
21	O=C(CSc1nnc(-c2cccs2)o1)Nc1cccc(S(=O)(=O)N2CCCCC2)c1	4.7%	0.0%	27.1%	-3.7%	7.6%	1.6%	9.2%	-1.4%
23	Cn1c(-c2sc3ccccc3c2Cl)n[nH]c1=S	u	-18.0%	17.0%	i	x	1.6%	2.8%	u

(list continues)
entry	molecule	KDM4E inh	TRb-SRC2 inh	RGS12 GoLoco inh	RECQ1 inh	L3MBTL1 block	TR SRC2 fluor cs	Tau FP inhib	Tau fibril ThT
31	Cc1ccc(S(=O)(=O)N2CCCC2)cc1C(=O)O	-10.6%	-7.5%	-11.0%	i	x	-4.4%	6.6%	4.8%
32	COc1ccc(NC(=O)c2ccc(-c3nn(C)c(=O)c4ccccc34)cc2)cc1C(N)=O	u	-6.5%	9.2%	i	x	4.9%	-5.8%	x
33	CCC1(C)SC(N)=NN1C(C)=O (stereo unspecified)	-3.2%	-0.7%[53 µM]	13.7%	20.5%	5.2%	-1.7%[53 µM]	-3.7%	-4.9%
34	Cc1ccn2c(NC(=O)c3cccc(Cl)c3)c(-c3ccccc3)nc2c1	x	-1.8%	x	x	x	-2.4%	-3.1%	u
35	COCCNC(=O)C(C)N1c2cccc3cccc(c23)S1(=O)=O (stereo unspecified)	u	6.5%	-0.9%	-1.5%	4.6%	-5.5%	-4.8%	-6.0%
36	Clc1ccccc1Oc1cnc2ccccc2n1	-2.9%	3.1%	17.6%	7.5%	12.6%	0.5%	0.4%	-17.4%
37	O=C(Cn1ncn2nc(-c3cccs3)cc2c1=O)NCc1cccc(Br)c1	x	-3.7%	x	x	x	-4.5%	u	-5.6%
38	Cc1cc(C)nc(NC(=O)c2c(Cl)cccc2Cl)n1	-6.5%	-1.8%	21.6%	i	13.1%	-3.0%	-6.2%	-6.6%
39	O=C(c1ccco1)N1CCN(CCOCCOc2cccc3ccccc23)CC1	0.4%	-1.9%	-1.7%	-4.0%	x	3.5%	5.5%	-11.3%
40	CCOC(=O)Cn1c(=O)oc2cc(S(=O)(=O)N3CCc4ccccc43)ccc21	-0.6%	-1.6%	0.2%	-6.9%	x	-1.9%	6.4%	-15.6%
41	C#CCn1c(=NC(=O)c2ccc(S(=O)(=O)N3CCc4ccccc4C3)cc2)sc2cc(S(N)(=O)=O)ccc21	6.31µM*	6.8%	8.9%	-8.1%	6.9%	0.1%	u	5.1%
42	COc1ccc(-c2nc3scc(CCNC(=O)c4cccc(Br)c4)n3n2)cc1	x	5.6%	x	x	x	0.2%	-1.3%	-0.5%
43	CCOc1cc(/C=N/NC(=O)C(=O)NCCCOC(C)C)cc(Br)c1O	-5.7%	-4.9%	0.5%	-3.1%	5.3%	-2.1%	13.6%	-14.0%
44	C/C(=N\Nc1nc2ccccc2[nH]1)c1ccc(N2CCOCC2)cc1	-9.0%	-0.3%	10.1%	-12.1%	-18.6%	-3.6%	u	u
45	O=C(O)/C=C/C(=O)Nc1ccc(O)cc1	-3.3%	u	-11.5%	-14.8%	u	-2.0%	-5.6%	u
46	Cc1ccsc1C(=O)NCCC(c1ccccc1)c1ccccc1	-2.2%	6.1%	0.0%	-7.5%	22.9%	-2.8%	3.7%	-12.4%
47	Cc1ccc(C(=O)N(C)c2ccc(OCC(=O)N3c4ccc(C)cc4C4CN(C)CCC43)cc2)cc1 (stereo unspecified)	-10.8%	-1.2%	4.6%	-1.2%	-13.5%	-3.5%	0.1%	-15.0%
48	CCc1cnc2c(c1SCC(=O)c1ccc(Cl)cc1)c(=O)n(C)c(=O)n2C	x	-1.2%	x	x	x	-1.5%	-11.9%	u
49	Cc1ccc(S(=O)(=O)N2CCC(=O)N([C@H](COCc3ccccc3)Cc3ccccc3)CC2)cc1	x	6.9%	0.0%	-4.9%	x	1.2%	2.1%	-16.3%
50	COc1ccc(C(=O)NCC(=O)N/N=C/C(C)=C/c2ccccc2)cc1OC	1.7%	-2.7%	3.1%	i	-9.0%	0.2%	-4.9%	-11.7%
51	Cc1ccc(Cn2ncc3c(N4CCOCC4)ncnc32)cc1	-0.1%	3.0%	9.0%	i	11.5%	-0.5%	3.4%	-9.4%
